Assay outcomes as filed in PubChem BioAssay.
hgDAF12 agonist – hgDAF-12 agonism, primary luciferase screen; HEK293 GAL4-hgDAF12 UAS-luciferase reporter, agonist luminescence; normalized to butyrate control; activation, % at 6.8 µM; actives 1.8% (n = 370,000); AID 687014;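 active = activation above a cutoff set at the mean of all screened compounds plus 3 SD, cut at about 10% in these data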;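 note: 0% = DMSO wells and 100% = sodium butyrate wells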
PG9 binder – PG9 antibody binding by small molecule | TR-FRET gp120-PG9 antibody binding | inhibition, % at 6.7 µM | actives 0.43% (n = 360,000) | AID 624416; in the data active = inhibition above about 8.5%
HGIII-sPLA2 inh – Blocks human group III sPLA2 activity; inhibition, % at 12.2 µM; Q9NZ20; actives 0.56% (n = 370,000); QFRET BODIPY PC-A2 liposome hydrolysis, fluorescence;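 active = inhibition above mean plus 3 SD of compounds lying within the high and low control bounds, cut at about 19% in these data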;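 note: 0% = median of test compound wells and 100% = no enzyme DMSO wells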
Target sequence (Q9NZ20 whole entry, looked up): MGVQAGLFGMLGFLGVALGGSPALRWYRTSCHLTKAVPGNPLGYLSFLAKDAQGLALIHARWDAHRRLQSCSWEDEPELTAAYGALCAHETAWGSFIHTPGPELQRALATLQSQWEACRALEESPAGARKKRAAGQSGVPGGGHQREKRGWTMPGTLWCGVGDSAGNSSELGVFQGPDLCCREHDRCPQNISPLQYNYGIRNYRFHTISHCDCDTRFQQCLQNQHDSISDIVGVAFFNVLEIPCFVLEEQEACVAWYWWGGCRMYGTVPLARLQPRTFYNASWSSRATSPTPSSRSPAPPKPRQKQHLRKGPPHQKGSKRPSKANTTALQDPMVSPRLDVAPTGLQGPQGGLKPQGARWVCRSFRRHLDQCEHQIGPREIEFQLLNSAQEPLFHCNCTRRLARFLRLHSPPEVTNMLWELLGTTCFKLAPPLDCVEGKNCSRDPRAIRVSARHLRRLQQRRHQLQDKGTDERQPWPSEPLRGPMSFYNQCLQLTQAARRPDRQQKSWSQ
GAA850 FXN act – frataxin GAA850 promoter activation; HEK293 lucGAA850 FXN promoter luciferase reporter, 24 h; percent of 10 µM SAHA response; activation, % at 6 µM; actives 0.56% (n = 360,000); AID 540364;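 active = activation above the average of all compounds screened plus 3 SD, cutoff fixed separately per campaign, cut at about 7.5% in these data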;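 note: 0% = DMSO wells and 100% = 10 µM SAHA wells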
hcDAF-12 act – activates DAF-12 receptor from parasite H. contortus; HEK293 hcDAF-12 lit1-tk-luc reporter, luminescence; 0% DMSO, 100% Δ7-dafachronic acid; activation, % at 6.8 µM; actives 1.4% (n = 370,000);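 active = activation above the mean of all tested compounds plus 3 SD, cut at about 5.5% in these data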;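 note: 100% = response to 3 µM Δ7-dafachronic acid high control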
PLCb3 inh – PLC-beta3 (human) inhibition, primary screen. Purified PLC-beta3, fluorogenic substrate, fluorescence. actives 0.18% (n = 370,000). AID 720704. inhibition, % at 12.2 µM. Q01970; in the data active = inhibition above about 11%;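 note: 0% = median of compound wells on plate and 100% = full blocker control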
DAX1 inh-1 – inhibitors of human orphan nuclear receptor DAX1 (NR0B1); AID 504766; HEK293 Gal4-DAX1 luciferase reporter, luminescence; actives 0.99% (n = 340,000); inhibition, % at 6.75 µM; P51843;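 active = inhibition above the mean over all tested compounds plus 3 SD, cut at about 4.2% in these data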;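 note: 0% = DAX1-transfected cells with DMSO and 100% = empty-vector control cells with DMSO; inhibition shows as a rise in luminescence from relieved DAX1 repression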
SMARCA2 act – activators of SMARCA2 function. MG213 cells, MMTV-luciferase reporter, dexamethasone, overnight. activation, % at 9.1 µM. actives 1% (n = 370,000); in the data active = activation above about 7.8%;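 note: 0% = vehicle wells and 100% = reference activator wells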
ssDAF-12 act – S. stercoralis DAF-12 activation, primary screen; HEK293 ssDAF-12/GRIP1 lit1-tk-luc reporter, luminescence; % of 3 µM dafachronic acid response; activation, % at 6.8 µM; actives 1% (n = 370,000); AID 652126;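 active = activation above the mean over all tested compounds plus 3 SD, cut at about 0.9% in these data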;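 note: 0% = DMSO-only wells and 100% = 3 µM delta7-dafachronic acid wells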
Rev-erbA mod – Rev-erb alpha (human) modulation; activity, % at 10 µM; P20393; Rev-erbα–FITC-DNA binding, fluorescence polarization, 90 min; actives 0.79% (n = 370,000); AID 1259318;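 active = activity above about 14%, limit read from the data; passing the limit was not always enough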;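 note: 0% = DMSO wells with 35 nM protein and 100% = DMSO wells with 750 nM protein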
Target sequence (P20393 whole entry, looked up): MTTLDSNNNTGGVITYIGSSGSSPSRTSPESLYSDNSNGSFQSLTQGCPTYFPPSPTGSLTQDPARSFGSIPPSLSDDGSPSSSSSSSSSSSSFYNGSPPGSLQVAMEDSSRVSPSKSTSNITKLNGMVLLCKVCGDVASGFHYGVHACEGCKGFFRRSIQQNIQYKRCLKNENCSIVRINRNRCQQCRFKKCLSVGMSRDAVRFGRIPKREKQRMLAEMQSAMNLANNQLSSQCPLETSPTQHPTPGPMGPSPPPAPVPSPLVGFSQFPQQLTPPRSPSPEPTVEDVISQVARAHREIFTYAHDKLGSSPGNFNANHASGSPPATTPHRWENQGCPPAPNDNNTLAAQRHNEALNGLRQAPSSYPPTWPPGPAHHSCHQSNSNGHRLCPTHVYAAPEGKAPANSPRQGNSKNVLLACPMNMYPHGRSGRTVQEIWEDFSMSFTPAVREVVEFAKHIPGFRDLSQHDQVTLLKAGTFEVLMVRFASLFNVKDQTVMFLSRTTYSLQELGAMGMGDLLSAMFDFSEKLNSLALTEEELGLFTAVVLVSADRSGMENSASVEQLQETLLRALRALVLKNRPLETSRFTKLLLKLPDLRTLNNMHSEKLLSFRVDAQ
DAX1 inh-2 – inhibitors of DAX1 repression of SF-1 activated StAR promoter | HEK293T StAR-luciferase reporter, SF-1/DAX-1 repression relief | inhibition, % at 6.8 µM | actives 1.1% (n = 370,000) | AID 652010;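 active = inhibition above the mean over all tested compounds plus 3 SD, cut at about 3.6% in these data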;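 note: 0% = DAX-1 cells with DMSO and 100% = cells lacking DAX-1 with DMSO; higher inhibition means more luminescence from relief of DAX-1 repression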
* hit, by the source's call; nt = no result given.

Values run as follows: hgDAF12 agonist	PG9 binder	HGIII-sPLA2 inh	GAA850 FXN act	hcDAF-12 act	PLCb3 inh	DAX1 inh-1	SMARCA2 act	ssDAF-12 act	Rev-erbA mod	DAX1 inh-2
CCN(C(=O)CSc1nnc2nc(C)cc(C)n12)c1ccccc1
→ -0.2	-1.1	0	2.0	0.5	-12	0.2	-1	-1.5	-8	-1.0
CCCC(=O)C1=C(N(C)c2ccccc2)CC(C)(C)CC1=O
→ 0.3	1.1	4	0.7	-0.2	-4	1.9	-2	-0.2	0	-0.2
CCCCn1nc(C(=O)Nc2cccc(C(=O)NC3CC3)c2)c2ccccc2c1=O
→ -4.2	0.2	10	-2.2	-3.1	-5	-1.0	1	-1.7	-1	-4.1
CCOCC(=O)Nc1cc(OC)c(Cl)cc1OC
→ -0.6	0.1	10	0.4	-0.6	6	-0.6	1	-0.9	5	-0.5
O=C(CSc1n[nH]c(-c2ccc(S(=O)(=O)N3CCCCC3)cc2)n1)Nc1nccs1
→ -2.1	-0.2	-45	0.9	0.1	-30	-0.7	-4	-1.2	-2	-0.1
S=c1[nH]nc(COc2ccccc2)n1Cc1ccccc1
→ 0.0	-1.6	27*	1.7	0.1	-4	-1.4	-2	-0.9	7	0.2
Cc1cccc(NC(=S)NCCCN2CCOCC2)c1
→ -1.9	-0.2	19*	1.4	1.1	1	-0.6	-1	-0.8	3	0.1
Cc1ccc(/C=N/NC(=O)CSc2nc3ccccc3c(=O)n2-c2ccccc2)s1
→ 1.0	0.3	19*	2.4	0.5	1	-0.2	-4	-1.7	-2	-0.1
S=C1NC2(CCCC2)Nc2ccccc21
→ 3.3	1.8	14	3.0	6.7*	-251	2.0	-1	0.2	-6	0.4
Cc1ccc(N/C(N)=N/c2nc3c(c(=O)[nH]2)CCCC3)c(C)c1
→ 0.2	1.0	0	2.5	-2.5	3	-0.2	-1	-1.6	-12	0.7
O=C(NCCS(=O)(=O)N1CCC2(CC1)OCCO2)c1ccc(F)cc1
→ 0.7	1.1	5	0.3	0.8	-7	0.1	-1	-0.6	1	-0.2
COc1ccc(OC)c2nc(-c3ccncc3)ccc12
→ -0.1	-0.3	5	0.9	-2.2	-39	1.0	0	-1.4	-3	-0.2
O=C1NC[C@H](Cc2ccccc2)N(C[C@H]2CCCN2C[C@H](Cc2ccccc2)N2C[C@H](Cc3ccccc3)N(CCc3ccccc3)C(=O)C2=O)C1=O
→ -5.0	2.7	5	-7.2	0.2	2	-2.7	-4	-1.2	0	-1.5
CCOC(=O)C1CCCN(Cc2cc(=O)oc3cc(C)c(C)cc23)C1 (stereo not drawn)
→ -1.7	-1.9	1	-0.1	-1.9	-1	-0.5	4	-1.1	-6	-0.4
CC(C)C[C@H](NC(=O)N1CCn2c1nc1ccccc12)C(=O)NCc1ccco1
→ -1.0	-0.2	-4	1.2	-2.3	-11	-0.6	-1	-1.4	-4	-0.6

Brought forward from above: 2 entries, then new ones.
Values run as follows: hgDAF12 agonist	PG9 binder	HGIII-sPLA2 inh	GAA850 FXN act	hcDAF-12 act	PLCb3 inh	DAX1 inh-1	SMARCA2 act	ssDAF-12 act	Rev-erbA mod	DAX1 inh-2
CCOC(=O)C1CCCN(Cc2cc(=O)oc3cc(C)c(C)cc23)C1 (stereo not drawn)
→ -1.7	-1.9	1	-0.1	-1.9	-1	-0.5	4	-1.1	-6	-0.4
CC(C)C[C@H](NC(=O)N1CCn2c1nc1ccccc12)C(=O)NCc1ccco1
→ -1.0	-0.2	-4	1.2	-2.3	-11	-0.6	-1	-1.4	-4	-0.6
Cc1c(CBr)[n+](=O)c2c(n1[O-])C(Br)CCC2Br (stereo not drawn)
→ -0.7	-1.2	-6	-1.6	2.5	-5	1.2	3	1.4*	-3	-0.6
Cc1noc(C)c1COc1cccc(C(=O)OCC(=O)NC(=O)c2ccc(OC(F)F)cc2)c1
→ 1.6	6.2	5	1.6	-0.4	0	1.0	0	-0.8	5	-0.5
CN(CCc1ccccc1)C(=O)c1ccc(NC(=O)Cc2ccc(NC(=O)C3CCN(C(=O)C4CCCCC4)CC3)cc2)cc1
→ -1.8	-0.8	-16	0.5	0.1	-1	-1.9	-4	-1.2	3	-1.0
COc1cc(OC)c(C(=O)Nc2ccccc2-c2ccccc2)cc1OC
→ -1.0	-0.8	-6	1.8	-0.3	-8	-1.8	0	0.2	-2	-1.5
N#Cc1cccc(C(=O)NCC2CCN(C(=O)C(=O)c3cc4ccccc4o3)CC2)c1
→ -0.6	-0.6	11	nt	-1.6	-3	nt	-6	-1.4	-1	0.1
Cc1nnc(N/N=C/c2ccccc2C(F)(F)F)n1N
→ -5.3	-1.0	-3	-1.4	-0.9	0	-0.1	2	-1.2	-3	-0.8
CCOC(=O)C(C)Sc1nc(-c2ccccn2)ncc1OC (stereo not drawn)
→ -4.2	-2.2	0	0.3	-0.9	2	0.4	-1	-1.2	-2	0.2
CCn1c(=O)c(CCC(=O)NCCN2CCOCC2)c(C)c2c(C)nn(-c3ccccc3)c21
→ 0.0	0.9	8	6.0	-0.1	-8	-0.2	-2	-0.9	2	-0.3
COc1ccc(CCNC(=O)c2cnn(-c3ccccc3)c2N)cc1OC
→ -1.7	nt	-4	nt	-2.1	-1	nt	0	-1.1	-6	-1.1
COc1ccc(C(=O)c2ccc(Cl)cc2)c2ccccc12
→ -0.1	2.2	-2	1.6	-0.4	-2	0.5	0	-1.0	-2	0.2
O=C(Cn1cnc2c(NCc3ccccc3)ncnc21)NCc1ccc2c(c1)OCO2
→ 1.5	-0.3	10	-1.0	-1.7	-4	0.9	-5	-1.0	4	-0.7
CC(C)N(CC#CC(O)(c1ccccc1)c1ccccc1)CCO
→ -2.3	-0.8	-2	-0.3	-2.2	2	-0.8	-3	-1.1	-1	0.2
COc1ccc(/C=C/C(=O)N(CCC(N)=O)c2ccccc2)cc1S(=O)(=O)N1CCOCC1
→ -0.2	0.7	8	-1.4	1.4	-2	0.5	-3	-1.2	-3	0.3
CSc1ccccc1NC(=O)c1cc(C(C)C)on1
→ 5.5	-0.5	5	5.9	6.4*	3	0.7	8.0*	0.1	-3	0.6
CCn1c(=O)c(C(=O)NNS(=O)(=O)c2ccc(Br)cc2)c(O)c2ccccc21
→ 3.0	-0.3	-3	0.9	1.4	-5	8.6*	-2	-0.1	1	0.6
O=C1C(=O)N(CCN2CCOCC2)C(c2ccccn2)/C1=C(/O)c1ccccc1 (stereo not drawn)
→ 0.7	-0.2	0	-1.2	0.9	-18	0.7	0	-0.2	2	0.4
CCc1ccc(NC(=O)NNC(=O)c2cc3ccccc3cc2O)cc1
→ -1.7	-0.6	27*	-1.4	0.4	-163	-0.3	0	-0.5	-8	1.9
CN(CC(=O)Nc1ccccc1C(F)(F)F)C(=O)COc1ncnc2sccc12
→ -1.0	-3.5	-2	1.8	-2.0	-2	2.4	-2	-1.1	-5	0.2
CC(Sc1ccccn1)C(=O)Nc1ccc(S(N)(=O)=O)cc1 (stereo not drawn)
→ 4.5	0.9	-4	-1.3	0.8	4	1.0	-1	-1.5	-1	-1.0
CC(C)N(C(=O)C[n+]1ccc(/C=N/O)cc1)C(C)C
→ -2.9	-0.2	3	-1.9	0.6	0	0.0	-1	-1.6	-5	0.4
CC(C)(C)C(=O)NNC(=O)COc1ccc2ccccc2c1Br
→ 1.0	1.3	-6	1.0	0.3	-7	1.4	0	-1.0	2	-0.1
O=C1CNC(=O)N1CC(O)Cn1c2ccccc2c2ccccc21 (stereo not drawn)
→ 0.7	-1.2	-8	1.4	-1.0	0	-0.8	-1	-1.1	-1	-0.4
CCC(C)(C)n1c(=O)[nH]c2c(c1=O)CCC2
→ 1.9	-1.6	0	-0.3	-0.6	5	1.9	2	-1.1	-1	-0.6
COc1ccc([C@H]2CC(=O)C=C(c3ccc(C)c(F)c3)C2)cc1
→ -0.3	-2.7	-6	-0.5	-1.1	-2	2.1	3	-1.3	4	-0.2
CCCCCOC(=O)Cn1c(=O)oc2ccccc21
→ -0.2	-0.2	7	-0.7	1.0	1	1.1	-1	-0.9	2	1.1
Cc1ccc(N/C(N)=N/c2nc(CSc3nnc(C)s3)cc(=O)[nH]2)c(C)c1
→ 0.4	-0.7	3	6.1	-1.6	-4	-1.8	-1	0.7	1	-1.9
CC(=O)Oc1c(C(=O)c2nnc(C)o2)c(=O)n(C)c2ccccc12
→ -0.4	1.2	-3	1.7	1.6	-3	0.7	-2	-0.2	12	0.9
CCOC(=O)Cn1nnnc1CN(Cc1ccc(OC)cc1)Cc1cc2cc(CC)ccc2[nH]c1=O
→ -0.1	-1.4	-41	2.2	-2.2	-3	-2.1	1	-2.0	0	-0.7
CCn1c(CCNC(=O)c2ccc(C)cc2)nnc1SCc1ccc(Cl)c(Cl)c1
→ -2.0	-2.2	-3	1.7	3.3	1	0.1	1	-0.9	3	-0.1
CCCOC(=O)CC1C(=O)NCCN1C(=O)OC(C)(C)C (stereo not drawn)
→ -0.2	-0.4	4	-0.1	-1.3	-3	0.7	-2	-1.4	-3	0.5
CCC(C)NC(=O)CN1C(=O)COc2ccc(S(=O)(=O)N3CCOCC3)cc21 (stereo not drawn)
→ 0.0	1.2	1	-0.7	-0.9	0	0.1	-5	-1.5	-4	0.7
CC1Cc2nc(SCC(=O)N3CCOCC3)n(-c3ccccc3)c(=O)c2S1 (stereo not drawn)
→ -0.9	0.6	0	0.1	0.5	5	-1.0	-1	-0.9	-4	0.1
NS(=O)(=O)c1ccc(NC(=O)CSC2=NC(=O)C(c3ccccc3)C(=O)N2)cc1 (stereo not drawn)
→ -0.9	-0.8	-3	-2.6	0.3	-1	0.7	-6	-0.7	4	-0.1
COc1ccc(CCOC(=O)CNC(=O)c2ccc(Cl)cc2Cl)cc1
→ -1.1	0.3	7	1.5	0.4	-5	-0.2	-2	-1.0	4	0.3
CCc1ccccc1NC(=O)CNC(=O)c1cc(C2CC2)nn1-c1ccccc1
→ -1.3	1.4	0	-0.3	-0.9	-5	-0.4	-2	-1.0	-3	-1.8
COc1cc(OC)c(C(=O)NNC(=S)NC2CCCCC2)cc1OC
→ -3.7	0.0	0	-0.5	-1.5	-4	-1.2	-1	-0.9	1	0.2
COCCNC(=O)C1(C)Cc2c(-c3cccc(C(F)(F)F)c3)ccnc2O1 (stereo not drawn)
→ -1.2	0.6	8	-3.7	-2.4	-2	nt	-4	-1.8	-11	-1.5
Cc1nnc2n1N=C(c1ccc3c(c1)NC(=O)CO3)CS2
→ 2.5	-1.3	-1	nt	-1.0	-7	nt	2	-1.5	-6	0.6
O=C(NCc1ccco1)C1CCCN(S(=O)(=O)c2ccc(Cl)s2)C1 (stereo not drawn)
→ 2.0	nt	-7	nt	-2.4	1	nt	-1	0.0	-2	-1.1
Cc1cccc(N2C(=O)CC(Sc3nnc(C)s3)C2=O)c1 (stereo not drawn)
→ -0.8	0.1	-2	-0.2	-0.7	0	1.0	0	-0.7	-5	-0.2
CCOc1cc(C(=O)Nc2ccc(C)cc2C)ccc1OCC(=O)N1CCCCC1
→ 1.0	-0.6	0	3.8	-1.4	1	-1.9	-1	0.1	1	-0.1
CC(NS(=O)(=O)c1ccc(Br)cc1)c1ccccc1 (stereo not drawn)
→ -0.9	0.1	-5	-2.0	-1.5	-7	0.5	-2	-1.0	0	-0.3
